# From PubChem
# hIAP activ = increases human intestinal alkaline phosphatase activity | activation factor at 10 µM | purified human IAP, CDP-Star luminescence, 30 min; active compounds read high; 1 = vehicle-only enzyme, 0 = enzyme-free background | 330,000 compounds, 0.16% hits;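 active = activation factor of the enzyme at least 2-fold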; note: the source names both 10 and 20 µM as test concentration; values of inactives mirror those of a sister screen read the other way
# tim10-1 inh = inhibits growth of tim10-1 mutant yeast | S. cerevisiae tim10-1 ts strain growth, BacTiter-Glo, 24 h | inhibition, % at 20 µM | 330,000 compounds, 2.2% hits;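 active = inhibition of at least 40%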;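 note: mutant grown at 25 °C; 0% = DMSO wells with yeast and 100% = wells holding no yeast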
# mIAP block = blocks mouse intestinal alkaline phosphatase; purified mouse IAP, CDP-Star luminescence, 30 min; inhibition, % at 10 µM; 330,000 compounds, 0.2% hits; AID 2806;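 active = inhibition of at least 40% at 10 µM in the primary screen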;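 note: plate controls were DMSO with enzyme for no effect and no enzyme wells for full effect; values of inactives mirror those of a sister screen read the other way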
# hIAP inh = human IAP inhibition; P09923; purified IAP, CDP-Star luminescence, 30 min; inhibition, % at 10 µM; 330,000 compounds, 0.12% hits; AID 2544;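 active = inhibition reaching a set limit with compound at 10 µM in the primary screen, cut at about 35% in these data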;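 note: plate controls were DMSO wells with enzyme for no effect and no-enzyme buffer wells for full effect; values of inactives mirror those of a sister screen read the other way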
# NLRP3 yeast inh = inhibitors of NALP3 inflammasome in yeast | inhibition, % at 10 µM | 330,000 compounds, 0.39% hits | Yeast reconstituted NLRP3/ASC/caspase-1, beta-gal luminescence, 24 h;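 active = inhibition of 50% or more; inactive = inhibition below 50%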;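 note: plate controls were induced DMSO wells for no effect and uninduced yeast grown without galactose for full effect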
# mIAP act = increases mouse intestinal alkaline phosphatase activity | muIAP, CDP-Star luminescence, 30 min; active compounds read high; 1 = vehicle-only enzyme signal, 0 = enzyme-free wells | activation factor at 10 µM | 330,000 compounds, 0.24% hits | AID 2805;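 active = activation factor of at least 2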; note: the source names both 10 and 20 µM as test concentration; values of inactives mirror those of a sister screen read the other way
#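 also added = chemiluminescent substrate CDP-Star | test system = mouse IAP enzyme | signal = chemiluminescence readout | compound = DMSO-dissolved test compounds | incubation = 30 min at room temperature | benchmarks = DMSO wells, no-enzyme wells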
# Apaf1 inhib = blocks human Apaf-1 apoptosome activity. 330,000 compounds, 0.71% hits. O14727. AID 489030. reconstituted apoptosome caspase-3 activity, DEVD-Rh110 fluorescence. inhibition, % at 20 µM; active = inhibition of at least 40% at 20 µM;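 note: plate controls were DMSO wells for no effect and DEVD-CHO caspase inhibitor wells for full effect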
# Target sequence (O14727 whole entry, looked up): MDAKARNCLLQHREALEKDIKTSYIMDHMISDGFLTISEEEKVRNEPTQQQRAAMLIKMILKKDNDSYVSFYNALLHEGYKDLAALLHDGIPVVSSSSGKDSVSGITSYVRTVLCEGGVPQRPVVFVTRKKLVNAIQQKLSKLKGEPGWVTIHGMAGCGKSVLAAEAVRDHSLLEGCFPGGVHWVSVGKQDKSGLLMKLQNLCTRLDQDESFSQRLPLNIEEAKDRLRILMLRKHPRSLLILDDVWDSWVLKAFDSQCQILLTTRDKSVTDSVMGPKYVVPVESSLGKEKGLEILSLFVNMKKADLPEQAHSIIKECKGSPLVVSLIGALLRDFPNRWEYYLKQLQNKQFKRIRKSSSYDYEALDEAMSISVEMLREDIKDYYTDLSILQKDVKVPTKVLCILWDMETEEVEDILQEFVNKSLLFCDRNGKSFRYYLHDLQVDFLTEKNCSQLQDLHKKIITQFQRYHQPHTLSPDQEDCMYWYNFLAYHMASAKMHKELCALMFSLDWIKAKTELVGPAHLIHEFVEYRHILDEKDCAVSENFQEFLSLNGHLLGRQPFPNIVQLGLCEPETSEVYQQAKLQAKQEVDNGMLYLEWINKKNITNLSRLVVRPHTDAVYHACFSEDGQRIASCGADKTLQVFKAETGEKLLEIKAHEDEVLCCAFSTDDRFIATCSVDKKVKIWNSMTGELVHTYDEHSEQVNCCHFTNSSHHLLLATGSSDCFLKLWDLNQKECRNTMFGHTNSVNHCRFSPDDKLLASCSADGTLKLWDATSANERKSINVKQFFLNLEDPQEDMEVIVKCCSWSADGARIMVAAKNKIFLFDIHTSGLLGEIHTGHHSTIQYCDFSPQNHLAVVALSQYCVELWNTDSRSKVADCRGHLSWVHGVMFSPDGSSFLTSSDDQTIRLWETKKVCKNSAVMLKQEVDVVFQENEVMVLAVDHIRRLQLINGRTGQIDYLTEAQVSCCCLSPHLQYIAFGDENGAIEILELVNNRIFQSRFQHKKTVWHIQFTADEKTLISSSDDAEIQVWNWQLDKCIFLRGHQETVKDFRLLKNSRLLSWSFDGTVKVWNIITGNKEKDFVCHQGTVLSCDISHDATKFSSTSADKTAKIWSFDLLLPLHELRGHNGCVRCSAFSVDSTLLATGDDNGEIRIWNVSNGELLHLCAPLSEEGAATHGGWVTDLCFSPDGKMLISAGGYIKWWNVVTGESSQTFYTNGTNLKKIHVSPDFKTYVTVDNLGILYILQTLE
#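 Assay system: Apoptosome proteins | Medium: pH 7.5 Hepes buffer with CHAPS, BSA, DTT | Also added: Cytochrome c and DEVD-Rh110 substrate | Times: 30 min plus 50 min, RT | Detection: Rhodamine 110 fluorescence at Ex 480/Em 540 nm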
# TIM10 inh = growth inhibitors of TIM10 yeast strain. S. cerevisiae TIM10 strain growth, BacTiter-Glo luminescence, 24 h. inhibition, % at 10 µM. 330,000 compounds, 1.4% hits;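 active = inhibition of 40% or more at the single tested concentration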;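 note: wild-type TIM10 isogenic control strain grown at permissive 25 °C; 0% = DMSO yeast wells and 100% = minimal medium wells without yeast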
# ATG4B inhibitor = blocks human ATG4B protease cleavage of LC3 substrate; inhibition, % at 8.33 µM; 340,000 compounds, 0.51% hits; ATG4B cleavage of LC3-PLA2, NBD-HPC fluorescence, 1 h; in the data active = inhibition above about 40%
# * = called active by the depositor; nt = not tested or not shown.
SMILES	hIAP activ	tim10-1 inh	mIAP block	hIAP inh	NLRP3 yeast inh	mIAP act	Apaf1 inhib	TIM10 inh	ATG4B inhibitor
O=C(Nc1cccnc1)c1cnn2cccnc12	0.84	-4	3	16	18	0.97	-9	-2	8
CCOP(=O)(OCC)c1nc(-c2ccc(Br)cc2)oc1N1CCCCC1	0.98	34	9	2	11	0.91	22	22	0
Clc1ccc(Nc2ccccc2)nn1	0.97	-23	-1	3	17	1	-19	-30	5
O=C(CN1CCN(C/C=C/c2ccccc2)CC1)Nc1ccc(F)cc1F	1.2	18	-13	-21	7	1.1	5	-8	-10
CCOC(=O)c1ccc(NS(=O)(=O)c2c(N)[nH]c(=O)[nH]c2=O)cc1	0.84	7	2	16	12	0.98	5	-3	7
CC(=O)N1CCc2cc(S(=O)(=O)N3CCOCC3)ccc21	1.3	4	-2	-31	13	1	0	-14	-6
O=S(=O)(Nc1ccc2cn[nH]c2c1)c1ccc(C(F)(F)F)cc1	0.94	8	-1	6	3	1	-1	2	3
O=C(c1ccccc1)N1N=C(c2ccccc2)CC1c1ccccc1 (centres undefined)	1	20	6	-2	-1	0.94	18	-22	-9
COCCOC(=O)C1=C(C)Nc2nc(C)nn2C1c1ccccc1 (centres undefined)	1	6	-5	0	4	1.1	9	-6	5
Cc1sc2ncnc(NCC(c3ccco3)N3CCCC3)c2c1C (centres undefined)	1	0	5	-5	9	0.95	-2	-7	-9
COc1ccc(CNC(=O)Cc2cn(C)c3ccccc23)c(OC)c1	0.92	10	-3	8	6	1	5	-12	-3
COCCNS(=O)(=O)c1cccc2cccnc12	0.88	4	14	12	8	0.86	-7	4	-7
CCN(CC)S(=O)(=O)c1cccc(NC(=O)COC(=O)C2CC3C=CC2C3)c1 (centres undefined)	0.94	9	-2	6	9	1	12	9	-12
NC1=NC(=Nc2ccc(S(=O)(=O)N3CCOCC3)cc2)c2ccccc21	1.1	-4	-6	-14	-6	1.1	7	-10	7
O=C(CN1CCCC1)Nc1ccc(OC(F)(F)F)cc1	1.2	25	14	-16	9	0.86	-1	3	-3
O=C(NCc1cccnc1)c1ccc(NS(=O)(=O)c2ccccc2)cc1	0.88	3	0	12	30	1	1	4	-1
O=C(CSc1nc2ccccc2c(=O)n1CCCN1CCOCC1)c1c[nH]c2ccccc12	0.89	13	-8	11	17	1.1	-4	10	-5
CCCCOCCCNC(=O)N[C@H](C(=O)O)C(C)CC (some centres undefined)	1.1	4	8	-6	-1	0.92	-27	2	4
Cc1ccc(OCC(=O)Nc2ccc(-c3nc4ncccc4o3)cc2)cc1	0.91	8	-4	9	4	1	14	-5	-2
COc1cc(CC(=O)Nc2ccc(S(=O)(=O)Nc3ncccn3)cc2)cc(OC)c1OC	0.96	9	3	4	6	0.97	0	9	-7
O=C(CSc1nccc(=O)[nH]1)Nc1ccc(F)c([N+](=O)[O-])c1	1.1	11	-6	-8	8	1.1	0	-8	18
O=C(Nn1c(-c2ccc(Br)cc2)nc2ccccc2c1=O)c1cccnc1	1.1	16	-4	-7	2	1	-1	-3	-1
COC(=O)c1c(N=CN(C)C)c(C#N)c2n1CCCC2	1	5	-2	0	1	1	-6	-2	0
O=C(CCNS(=O)(=O)c1ccc(Br)s1)NCc1ccccc1	1.1	3	13	-11	-8	0.87	0	10	3
CCCCCCCNC(=O)C1(CC2CC(c3ccccc3)=NO2)CCNCC1 (centres undefined)	1.1	15	-9	-8	-7	1.1	23	10	9
O=C(CN(Cc1ccccc1)C(=O)CCC(=O)Nc1ccccn1)NCc1ccco1	1.1	1	1	-11	13	0.99	-13	-8	-3
O=C(O)C1CCCN1C(=O)OCc1ccccc1 (centres undefined)	0.97	15	4	3	5	0.96	-16	8	-3
Cc1ccccc1-c1nc(CS(=O)(=O)CC(=O)NC2CCCC2)c(C)o1	1	12	-1	-2	11	1	1	8	-3
COc1ccccc1NC(=O)NNC(=O)c1ccc2ccccc2c1	1.3	-25	2	-30	0	0.98	12	-15	-9
O=C(NN1C(=O)C2C3c4ccccc4C(c4ccccc43)[C@@H]2C1=O)c1ccccc1 (some centres undefined)	0.98	9	1	2	-18	0.99	2	18	-1
CCN1C(=O)N[C@@H](c2cccc(C(F)(F)F)c2)[C@H](C(=O)OC)[C@H]1C	1	-7	-10	-3	3	1.1	8	5	0
COC(=O)c1ccc(C(=O)OC)c(NC(=S)N2CC(C)CC(C)C2)c1 (centres undefined)	1	18	4	-5	23	0.96	4	5	6
Cc1nn(C)c(C(=O)NCc2ccc(Cl)cc2)c1Cl	0.93	24	6	7	16	0.94	21	13	30
CC(=O)N=C1SC2CS(=O)(=O)CC2N1c1c(Cl)cccc1Cl (centres undefined)	1.1	6	8	-15	12	0.92	-17	5	1
CCCCn1c(N)c(Sc2ccc([N+](=O)[O-])cc2)c(=O)[nH]c1=O	0.87	-1	-1	13	3	1	1	-8	-5
O=C(CN1CCN(c2ccc(Cl)cc2[N+](=O)[O-])CC1)N1CCOCC1	0.97	3	6	3	19	0.94	-1	14	-4
COc1ccc(NC(=S)NCc2ccccn2)cc1OC	0.95	5	9	4	7	0.91	-4	7	-2
CCc1nnc(NC(=O)C2CCCN(S(=O)(=O)c3ccc(OC)cc3)C2)s1 (centres undefined)	0.99	18	-5	1	3	1	14	4	4
COc1cc(OC)cc(C(=O)N2CCN(c3ccccn3)CC2)c1	0.93	8	3	7	16	0.97	0	-9	-3
O=C(/C=C/c1ccc(Br)cc1)c1ccco1	1.1	11	12	-10	26	0.88	-8	-2	-10
C=C(C)CNC(=S)NNC(=O)c1ccncc1	1.3	-5	-3	-34	11	1	4	-14	-10
Cc1ccc(CS(=O)(=O)c2cn(CC(=O)N3CCOCC3)c3ccccc23)cc1	0.9	11	-2	10	11	1	0	-5	-6
COc1ccc(CCn2c(-c3ccccc3)nc3c(c(=O)c4ccccc4n3C)c2=O)cc1	0.96	-9	1	4	50	0.99	7	-9	nt
COc1ccc2c(C)c(Cc3ccccc3)c(=O)oc2c1OC	0.98	-22	-2	2	22	1	2	-19	2
CN(C)CCCNC(=O)CCc1ncc(C(F)(F)F)cc1Cl	1	-2	6	-2	19	0.94	-2	-12	2
c1ccc(-c2csc(Nc3ccc4c(c3)OCCO4)n2)cc1	0.96	37	13	4	23	0.87	-6	41*	-6
Cc1oc(-c2cccs2)nc1CSCC(=O)NC1CC1	1	6	9	0	7	0.91	6	-2	-3
Cc1ccccc1C(=O)Nc1nc2n(n1)C(c1ccccc1)CC(=O)N2 (centres undefined)	1.1	11	-2	-11	4	1	-5	-17	-1
CC(=O)Nc1ccc(-c2ccc(NC(C)=O)cc2)cc1	1	10	8	0	4	0.92	-17	4	-1
COc1cc(NS(=O)(=O)c2ccc(NC(=O)c3ccco3)cc2)nc(OC)n1	0.89	-6	0	11	14	1	0	10	-4
O=C(CN1C(=O)c2ccccc2C1=O)NN1C(=O)c2ccccc2C1=O	0.98	3	10	2	0	0.91	-16	5	-11
COC(=O)c1sc2nc(N3CCCCC3)c3c(c2c1N)CCCC3	1	31	-11	-1	19	1.1	25	20	0
Cc1noc(N)c1C(=O)Nc1ccccc1F	0.94	2	4	6	9	0.96	5	4	-8
O=C(CC1SC(N2CCCC2)=NC1=O)Nc1ccc(C(=O)Nc2ccccc2)cc1 (centres undefined)	0.94	3	9	6	23	0.91	-2	13	-13
O=C(NCC1CCCN1S(=O)(=O)c1cccs1)c1ccc(F)cc1 (centres undefined)	1	24	7	0	7	0.93	6	5	-3
O=C(NCc1ccco1)c1ccc(Cn2c(=S)[nH]c3ccccc3c2=O)cc1	0.99	4	12	1	15	0.88	-16	12	-2
CCCCn1nc(C(=O)Nc2cc(S(=O)(=O)N(C)C)ccc2C)c2ccccc2c1=O	1	-4	4	-5	12	0.96	-2	-11	-7
CCS(=O)(=O)n1nc(-c2ccccc2)cc1N	1	-4	-2	0	8	1	2	-5	-11
Cc1cccc(C(=O)NC(NCc2ccco2)C(Cl)(Cl)Cl)c1 (centres undefined)	0.98	7	0	2	1	1	-1	14	8
COc1cnc(-c2ccccn2)nc1Oc1c(C)cccc1C	1.1	20	2	-10	14	0.98	7	28	6

# Reformatted with two lines to a compound: entries from further up.
# Order of results: hIAP activ	tim10-1 inh	mIAP block	hIAP inh	NLRP3 yeast inh	mIAP act	Apaf1 inhib	TIM10 inh	ATG4B inhibitor
- COc1ccc2c(C)c(Cc3ccccc3)c(=O)oc2c1OC
    0.98	-22	-2	2	22	1	2	-19	2
- CN(C)CCCNC(=O)CCc1ncc(C(F)(F)F)cc1Cl
    1	-2	6	-2	19	0.94	-2	-12	2
- c1ccc(-c2csc(Nc3ccc4c(c3)OCCO4)n2)cc1
    0.96	37	13	4	23	0.87	-6	41*	-6

# (cont.)
SMILES	hIAP activ	tim10-1 inh	mIAP block	hIAP inh	NLRP3 yeast inh	mIAP act	Apaf1 inhib	TIM10 inh	ATG4B inhibitor
CCn1c(COc2ccc(C(C)C)cc2)nnc1SCC(=O)Nc1nccs1	0.8	22	6	20	1	0.94	8	3	-4
CCOc1ccc(NCc2cccn2-c2nnc(N3CCC(C(=O)NCCCN4CC(C)CC(C)C4)CC3)s2)cc1 (centres undefined)	1.2	17	-3	-16	12	1	24	-3	9
CCOC(=O)c1ccc(N=Cc2c(O)c3ccccc3oc2=O)cc1	0.89	-26	5	11	11	0.95	-2	-7	-2
CC(=O)Nc1ccc2c(c1)CCC2=O	0.99	-10	-4	1	-13	1	-19	-10	4
COc1ccccc1CNC(=O)[C@H](NC(=O)C1CCN(C(=O)[C@@H](N)CCSC)CC1)C(C)C	0.89	3	0	12	8	1	-5	-2	-15
O=C(CC(n1cncn1)C(Cl)(Cl)Cl)c1ccc([N+](=O)[O-])cc1 (centres undefined)	1.1	9	-5	-12	12	1	6	15	-3
Cc1cccc(N(CC(=O)NC2CCCC2)C(=O)CCC(=O)Nc2nc(C)cs2)c1	0.94	10	-4	6	26	1	7	0	-8
CCc1ccc(/C=C(\C)C(=O)c2c(C)cc(C)[nH]c2=O)cc1	0.91	20	5	9	6	0.95	5	2	8
CCc1nc2ccccc2c(C(=O)OC2CCCCC2=O)c1C (centres undefined)	0.98	27	3	2	15	0.97	10	-3	4
O=C(CCc1nc(-c2ccccc2)no1)NCc1ccco1	1.2	13	0	-23	16	1	-9	-2	6
CN1C(=O)/C(=C/c2ccc(OCc3ccccc3F)cc2)N(C)C1=S	0.94	12	6	6	24	0.94	13	-10	-1
CN(c1cccc(NC(=O)c2ccc(C(C)(C)C)cc2)c1)S(C)(=O)=O	1.1	0	-12	-12	23	1.1	15	-27	-11
COc1ccc2[nH]c3c(c2c1)CCN1C(=O)C(CC(=O)NCCc2ccccn2)C[C@H](C(=O)N(C(C)C)C(C)C)[C@@]31C (some centres undefined)	nt	12	-16	nt	nt	1.2	14	-11	-7
O=C(CCNS(=O)(=O)c1c(Cl)cccc1Cl)OCC(=O)c1ccccc1F	1.1	21	2	-10	7	0.98	5	11	32
COc1ccc(S(=O)(=O)N2CCCC2C(=O)Nn2cnnc2)cc1 (centres undefined)	0.99	1	-5	1	5	1	-5	-18	-10
Cc1sc2ncn(CC(=O)N3CCN(c4ccccn4)CC3)c(=O)c2c1S(=O)(=O)N1CCCCC1	0.95	10	-8	5	13	1.1	13	-2	0
